S3 lipid droplet = qHTS Assay for Lipid Storage Modulators in Drosophila S3 Cells. Drosophila S3 cells, BODIPY lipid droplet fluorescence, 18-24 h; cells fed with added oleic acid. Potency in µM for hits, for the others lipid storage change, negative = inhibition, % at the top dose, mostly 46.1 µM. hit rate 0.64% among 320,000. AID 2685; active = well fitted inhibition curve with a large enough effect in the signal ratio, with a control signal flat, not every such curve was filed as active; inconclusive = small, poorly fitted or top-dose-only effect, or effect the other way, or a change in a side signal; the % refers to the signal ratio
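Drosophila S3 cells loaded with oleic acid (400 uM, as added) and compounds at several concentrations; lipid droplets imaged by 488-nm laser-scanning cytometry, 500–530 nm intensity and object ratio to cell channel. Percent activity normalized to 20 uM Triacsin C.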
S3 lipid droplet cell count max = also measured in S3 lipid droplet; calls as there; cell number change, %; measured here: cell count max response;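 cells counted by Cell Tracker Red CMTPX staining in the red channel; peak over a dose series mostly up to 46.1 µM; percent activity relative to internal control wells on each plate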
* = called active by the depositor. % is set by controls: 0 for no effect and ±100 for the full control effect; potency is the fitted concentration of half-maximal effect.

Screening COc1cccc(OCc2nc3ccccc3[nH]2)c1 returned S3 lipid droplet inconclusive.
For CC1=C(C#N)C(NC(=O)C(C)(C)C)(C(F)(F)F)C(=O)N1 (stereo not given) the results were S3 lipid droplet inconclusive.
`CCOc1cc(/C=C2\SC(=NC)N(C)C2=O)cc(Cl)c1OC(C)=O` gave S3 lipid droplet inconclusive.
O=C(COc1ccc(-n2cnnn2)cc1)NC1CCCCC1 was read as S3 lipid droplet inconclusive.
For COc1cc(C(NC=O)C(=O)Nc2c(C)cccc2C)ccc1O (stereo not given) the results were S3 lipid droplet -4.1% and S3 lipid droplet cell count max 13.1.
Screening CC1CCc2cc(F)ccc2N1C(=O)c1cccnc1 (stereo not given) returned S3 lipid droplet -1.3% and S3 lipid droplet cell count max 8.8.
O=C(c1cccc(C(F)(F)F)c1)N1CCC(O)(CS(=O)(=O)Cc2ccccc2Cl)CC1 was read as S3 lipid droplet -15.1% and S3 lipid droplet cell count max 0.8.
`CC(=O)Nc1ccc(NC(=O)C2CC(=O)Nc3nc4ccccc4n32)cc1` (stereo not given) gave S3 lipid droplet 9.7% and S3 lipid droplet cell count max -1.6.
CC1(C)Oc2ccc3ccc(=O)oc3c2/C(=C/NNC(N)=S)C1=O was read as S3 lipid droplet inconclusive.
For Cc1sccc1/C=N/NC(=O)c1ccco1 the results were S3 lipid droplet inconclusive.
Screening CC(C)Cc1cc(C(=O)N2CCC(N3CCC(C(=O)N4CCCC4)CC3)CC2)n[nH]1 returned S3 lipid droplet inconclusive.
O=C(C(Cc1ccccc1)N1C(=O)C2C3C=CC(C3)C2C1=O)N1CCCCCC1 (stereo not given) was read as S3 lipid droplet inconclusive.
Screening O=C(CSc1nc2ccccc2c(=O)n1-c1ccc(F)cc1)Nc1ccc(C(=O)O)cc1 returned S3 lipid droplet 14.1% and S3 lipid droplet cell count max 5.6.
For Cc1occc1C(=O)N1CCN(c2ccc(Cl)c(Cl)c2)CC1 the results were S3 lipid droplet inactive.
Screening O=C(CSc1nnc(-c2ccccc2Cl)n1Cc1ccco1)Nc1ccc2c(c1)OCCO2 returned S3 lipid droplet inactive.
`O=C(Cn1c(=O)oc2ccccc21)Nc1ccc(S(=O)(=O)N2CCCCC2)cc1` gave S3 lipid droplet inconclusive.
For O=[N+]([O-])c1ccccc1S(=O)(=O)Nc1cccc(-c2ccc(N3CCOCC3)nn2)c1 the results were S3 lipid droplet 20.6% and S3 lipid droplet cell count max -11.0.
`Cc1cc[n+](CC(=O)Nc2nc3ccccc3s2)cc1` gave S3 lipid droplet inconclusive.
For Cc1ccnc(NC(=O)c2c(-c3ccccc3Cl)noc2C)c1 the results were S3 lipid droplet inconclusive.
`CC(C(=O)O)n1c(-c2ccn[nH]2)n[nH]c1=S` (stereo not given) gave S3 lipid droplet -9.9% and S3 lipid droplet cell count max -4.3.
For COc1cc(OC)c(OC)cc1/C=N/NC(=O)c1cnccn1 the results were S3 lipid droplet 20.2% and S3 lipid droplet cell count max 7.7.
Screening COc1ccc(C2=NN(CCC(=O)NCC3CCCO3)C(=O)CC2)cc1 (stereo not given) returned S3 lipid droplet inactive and S3 lipid droplet cell count max 3.1.
For Cc1ccc(OCCNC(=O)c2ccco2)cc1C the results were S3 lipid droplet 14.3% and S3 lipid droplet cell count max -12.9.
`O=C(NNC(=O)c1ccncc1)c1ccncc1` gave S3 lipid droplet inconclusive.
For CCS(=O)(=O)N1Cc2ccccc2CC1C(=O)OCC(=O)Nc1ccc(SC(F)F)cc1 (stereo not given) the results were S3 lipid droplet inconclusive.
Screening CN1CCC(NC(=O)Nc2cccc(C(F)(F)F)c2)CC1 returned S3 lipid droplet -19.6% and S3 lipid droplet cell count max -14.0.
Screening O=c1[nH]c(C2CCCN(S(=O)(=O)c3ccc(F)cc3)C2)nc2c1nnn2Cc1ccc(F)cc1 (stereo not given) returned S3 lipid droplet inconclusive.
For CC(C)CC(=O)Nc1ccccc1N1CCN(c2ccccc2)CC1 the results were S3 lipid droplet 6.5% and S3 lipid droplet cell count max 0.9.
`O=C(Nc1ccccc1)OC1CC2CC1C1CCCC21` (stereo not given) gave S3 lipid droplet 18.3% and S3 lipid droplet cell count max -19.2.
Screening O=C(Cc1ccccc1)Nc1ccccc1C(=O)Nc1ccccc1 returned S3 lipid droplet inconclusive.
`Cc1ccc(CN2CCc3[nH]c(=S)[nH]c(=O)c3C2)cc1` gave S3 lipid droplet inconclusive.
Screening CCOc1ccc(N2C(=O)CC(N(Cc3ccco3)C(=O)CCC(=O)O)C2=O)cc1 (stereo not given) returned S3 lipid droplet inconclusive.
Screening Cn1c(COc2ccc(Cl)cc2)nc2ccccc2c1=O returned S3 lipid droplet -2.3% and S3 lipid droplet cell count max -17.8.
Screening COc1ccccc1Nc1ccncc1[N+](=O)[O-] returned S3 lipid droplet -22.9% and S3 lipid droplet cell count max -11.2.
Screening CNC(=O)c1ccc(CNC(=O)OCc2ccccc2)cc1 returned S3 lipid droplet 1.4% and S3 lipid droplet cell count max 8.1.
Screening Cc1ccc(OCCNC(=O)CCNS(=O)(=O)c2ccc(Br)cc2)cc1 returned S3 lipid droplet 21.5% and S3 lipid droplet cell count max 3.7.
Cc1cccc(N(CC(=O)N2CCc3ccccc3C2)S(C)(=O)=O)c1C was read as S3 lipid droplet 24.5% and S3 lipid droplet cell count max -13.9.
Screening COc1cc2[nH]c(=S)nc(NCc3ccc(C)cc3)c2cc1OC returned S3 lipid droplet -7.0% and S3 lipid droplet cell count max -14.9.
`O=[N+]([O-])c1ccc(-c2cn(-c3ccccc3)c(=S)[nH]2)cc1` gave S3 lipid droplet 3.0% and S3 lipid droplet cell count max 6.8.
CC1(C)CC2CC(C)(CN2C(=O)c2cc(-c3ccccc3)on2)C1 (stereo not given) was read as S3 lipid droplet inconclusive.

The closing 3 records of the part before come first, to join the parts:
Screening COc1cc2[nH]c(=S)nc(NCc3ccc(C)cc3)c2cc1OC returned S3 lipid droplet -7.0% and S3 lipid droplet cell count max -14.9.
`O=[N+]([O-])c1ccc(-c2cn(-c3ccccc3)c(=S)[nH]2)cc1` gave S3 lipid droplet 3.0% and S3 lipid droplet cell count max 6.8.
CC1(C)CC2CC(C)(CN2C(=O)c2cc(-c3ccccc3)on2)C1 (stereo not given) was read as S3 lipid droplet inconclusive.
COc1ccc(C2CC(C(F)(F)F)n3nc(C(=O)Nc4ccc5c(c4)OCO5)cc3N2)cc1 (stereo not given) was read as S3 lipid droplet inconclusive.
`CCOc1ccc(NC(=O)c2cc(C)nc3ccccc23)cc1` gave S3 lipid droplet 24.2% and S3 lipid droplet cell count max 0.2.
Screening CCOC(=O)c1c(C)nc2ncccn12 returned S3 lipid droplet 5.0% and S3 lipid droplet cell count max 2.0.
Screening CC(C)OCCCNC(=O)c1ccc(NC(=O)C2=CSCCO2)cc1 returned S3 lipid droplet inconclusive.
`Cc1c(C(=O)N2CCN(C(=O)c3ccccc3)CC2)oc2ccc(F)cc12` gave S3 lipid droplet 1.84µM* and S3 lipid droplet cell count max -15.5*.
For Nc1nc(CSc2nc3ccccc3[nH]2)cs1 the results were S3 lipid droplet inconclusive.
NC(=O)CN1CCN(CCN2C(=O)c3cccc4cccc(c34)C2=O)CC1 was read as S3 lipid droplet -5.8% and S3 lipid droplet cell count max 14.0.
For CCn1cc(Cl)c(C(=O)N2N=C3/C(=C/c4cccs4)CCCC3C2c2cccs2)n1 (stereo not given) the results were S3 lipid droplet 5.4% and S3 lipid droplet cell count max 13.5.
CC(C)c1nnc(NC(=O)CSc2nc3ccccc3s2)s1 was read as S3 lipid droplet inconclusive.
`CCN(CC)C(=O)c1sc(NC(=O)c2cccc([N+](=O)[O-])c2)c(C#N)c1C` gave S3 lipid droplet inconclusive.
`COc1ccc(-n2cnc3scc(-c4ccccc4)c3c2=O)cc1` gave S3 lipid droplet inconclusive.
Screening O=C(c1ccccc1)c1nn(-c2ccccc2)c(=O)cc1C(F)(F)F returned S3 lipid droplet inconclusive.
`COn1cnnc1-c1ccccc1` gave S3 lipid droplet -6.6%.
`CSCC(=O)N1CCC(CCC(=O)NC2CC2)CC1` gave S3 lipid droplet inactive.
Cc1onc(-c2ccccc2)c1C(=O)NC(C)C was read as S3 lipid droplet -0.6% and S3 lipid droplet cell count max -4.6.
Cc1cccc(OCc2nnc(SCC(=O)NCC3CCCO3)n2C)c1 (stereo not given) was read as S3 lipid droplet inconclusive.
COc1ccc(-c2cc(N)n(S(=O)(=O)Cc3ccccc3)n2)c(OC)c1 was read as S3 lipid droplet 7.6% and S3 lipid droplet cell count max -5.3.
O=C(Nc1ccc(Cl)c(S(=O)(=O)N2CCCCC2)c1)c1cccnc1 was read as S3 lipid droplet -9.9% and S3 lipid droplet cell count max -5.9.
For O=C(CNC(=O)C1COc2ccccc2O1)N/N=C\c1ccc(Cl)cc1 (stereo not given) the results were S3 lipid droplet 11.1% and S3 lipid droplet cell count max 19.9.
`CC(=O)C1=NN(c2ccccc2)C(c2ccc3c(c2)OCO3)N1c1ccc(N2CCOCC2)cc1` (stereo not given) gave S3 lipid droplet 22.6% and S3 lipid droplet cell count max -1.2.

Four compounds out of the list, ordered by molecular weight, ascending:
Screening O=C(c1ccccc1)c1nn(-c2ccccc2)c(=O)cc1C(F)(F)F returned S3 lipid droplet inconclusive.
COc1ccc(-c2cc(N)n(S(=O)(=O)Cc3ccccc3)n2)c(OC)c1 was read as S3 lipid droplet 7.6% and S3 lipid droplet cell count max -5.3.
For O=C(CNC(=O)C1COc2ccccc2O1)N/N=C\c1ccc(Cl)cc1 (stereo not given) the results were S3 lipid droplet 11.1% and S3 lipid droplet cell count max 19.9.
O=C(Nc1ccc(Cl)c(S(=O)(=O)N2CCCCC2)c1)c1cccnc1 was read as S3 lipid droplet -9.9% and S3 lipid droplet cell count max -5.9.

Continuation:
O=C(NCC(c1ccco1)N1CCCC1)c1ccc(Cl)cc1 (stereo not given) was read as S3 lipid droplet inconclusive.
`O=C(NNS(=O)(=O)c1ccc(Br)cc1)c1cccs1` gave S3 lipid droplet 6.0% and S3 lipid droplet cell count max 21.2.
Screening Cc1ccccc1COC(=O)c1cc([N+](=O)[O-])ccc1N1CCOCC1 returned S3 lipid droplet inconclusive.
Screening Cc1ccc(N2C(=O)CC(NNc3nc4ccccc4s3)C2=O)cc1 (stereo not given) returned S3 lipid droplet 19.6% and S3 lipid droplet cell count max 11.5.
`COc1ccc(CCNC(=O)Cc2ccc(Cl)cc2)cc1OC` gave S3 lipid droplet inconclusive.
`CCC(C)NS(=O)(=O)c1ccc(NS(=O)(=O)c2ccccc2[N+](=O)[O-])cc1` (stereo not given) gave S3 lipid droplet 5.5% and S3 lipid droplet cell count max 11.5.
COc1ccc(CNc2nccs2)cc1 was read as S3 lipid droplet inconclusive.
For CN(C)/C=C/C(=O)c1ccc(N2CCN(c3ncc(C(F)(F)F)cc3Cl)CC2)cc1 the results were S3 lipid droplet -10.2% and S3 lipid droplet cell count max -2.4.
`COC(=O)c1cccc(NS(=O)(=O)c2ccc(OC)c(C(=O)N3CCOCC3)c2)c1C` gave S3 lipid droplet inconclusive.
For CCC(C)NC(=O)c1ccccc1C(=O)NC(C)CC (stereo not given) the results were S3 lipid droplet inconclusive.
For CCC(C)C(=O)Nc1cc(C(=O)OC)ccc1C(=O)OC (stereo not given) the results were S3 lipid droplet inconclusive.
Cc1ccc([N+](=O)[O-])cc1NC(=O)c1c(-c2ccccc2)noc1C was read as S3 lipid droplet -4.0% and S3 lipid droplet cell count max -5.6.
COC(=O)CNC(=O)CN1C(=O)N(c2ccccc2)C(N(O)C(=O)Nc2ccccc2)C1(C)C (stereo not given) was read as S3 lipid droplet inconclusive.
For COc1ccc(C(=O)N2CCC(=O)N(C(CO)Cc3ccccc3)CC2)cc1 (stereo not given) the results were S3 lipid droplet 1.6% and S3 lipid droplet cell count max -2.3.
`O=C(Cc1ccc(Br)cc1)N1CCOCC1` gave S3 lipid droplet inconclusive.
Screening O=C(CN1CCOCC1)Nc1scc2c1c(=O)oc1ccccc12 returned S3 lipid droplet 12.9% and S3 lipid droplet cell count max 3.0.
Screening CCOc1ccc(-n2c(SCC(=O)Nc3nccs3)nnc2-c2ccoc2C)cc1 returned S3 lipid droplet inconclusive.
CC(NC(=O)c1cc2ccccc2oc1=O)c1ccc(O)cc1 (stereo not given) was read as S3 lipid droplet 14.5% and S3 lipid droplet cell count max 16.9.
`CC1(C)CCN(Cc2ccccc2)C1CC#N` (stereo not given) gave S3 lipid droplet -5.7% and S3 lipid droplet cell count max -17.7.
`Nc1nc(N)c2c(ccc3nccc32)[nH]1` gave S3 lipid droplet 0.7% and S3 lipid droplet cell count max 10.9.

Entries above that have bromine (three):
Screening Cc1ccc(OCCNC(=O)CCNS(=O)(=O)c2ccc(Br)cc2)cc1 returned S3 lipid droplet 21.5% and S3 lipid droplet cell count max 3.7.
`O=C(NNS(=O)(=O)c1ccc(Br)cc1)c1cccs1` gave S3 lipid droplet 6.0% and S3 lipid droplet cell count max 21.2.
`O=C(Cc1ccc(Br)cc1)N1CCOCC1` gave S3 lipid droplet inconclusive.

(next part)
COc1ccc(-c2nn(-c3ccccc3)cc2/C=N/NC(=O)c2ccc(Br)o2)cc1 was read as S3 lipid droplet inconclusive.
`CCCCNS(=O)(=O)c1ccc(NC(=O)Cc2ccc(OC)cc2)cc1` gave S3 lipid droplet inconclusive.
For Cc1cccc(N=Nc2c(O)[nH]c3ccc(Br)cc23)c1 the results were S3 lipid droplet inconclusive.
Screening O=C(C(Cc1ccccc1)n1cccc1)N1CCN(Cc2ccccc2)CC1 (stereo not given) returned S3 lipid droplet inconclusive.
CCN(CC)C1CC(=O)N(c2cccc(Cl)c2)C1=O (stereo not given) was read as S3 lipid droplet inconclusive.
For CC1CCCN(S(=O)(=O)c2ccc3oc(=O)ccc3c2)C1 (stereo not given) the results were S3 lipid droplet -6.0% and S3 lipid droplet cell count max -0.4.

Not all compounds are listed; rates above refer to the full screens.
